BRCA1 expr up: increases BRCA1 expression | MCF7-BRCA1-FFLuc reporter, luminescence, 48 h; response scale: scaled: vehicle 0%, 10 µM genistein 100% | Potency, µM (top dose mostly 46.1 µM), for the others: top-dose activation, actives largely listed as activators | 380,000 tested, 1.1% active | AID 624202; active = well fitted activation curve with a large enough effect; inconclusive = small, poorly fitted or top-dose-only effect; inactive = no such curve, though single readings can be large or run the other way; note: nearly all actives have a fitted effect of over 80% in size; some results filed as inactive show a strong effect at the top dose
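MCF7 cells carrying a BRCA1-firefly luciferase reporter (2000 cells/well, phenol-red free MEM) were attached for 2 h at 37 °C, then given compounds for 48 h. Luminescence was read 15 min after luciferase reagent; activity normalized to genistein (10 microM) and DMSO.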
The depositor's hits bear a star; ? = inconclusive. Potency is the fitted concentration of half-maximal effect. Only part of the results is shown; rates above refer to the full screens.

SMILES | BRCA1 expr up
OC[C@@H]1CN(Cc2ccco2)C[C@H](n2cnc3c(NC4CCCC4)ncnc32)O1 | 12%
O=C(CNC(=O)C(c1ccccc1)c1ccccc1)OCC(=O)c1ccc2ccccc2c1 | 6%
COc1ccccc1-c1cncc(NC(C)=O)n1 | -21%
O=C(CSc1nc2ccccc2c(=O)n1-c1ccc(F)cc1F)NC1CCS(=O)(=O)C1 (stereo not drawn) | -22%
O=C(NCCNC(=O)c1cccnc1)c1cccnc1 | 0%
Cc1noc(C)c1NC(=O)N(C)C[C@H]1OCc2cnnn2CCCC(=O)N([C@H](C)CO)C[C@@H]1C | 7%
Cc1cccc(-c2nn(-c3ccccc3)cc2CNCCO)c1 | -14%
COc1cccc(Cn2c3ccc(NC(=O)CCc4ccc(F)cc4)cc3c(=O)n2C)c1 | -14%
O=C1CN(CCN2CC(=O)N(Cc3ccccc3)C(=O)C2)CC(=O)N1Cc1ccccc1 | 0%
CN(C(=O)COC(=O)c1cccs1)c1ccccc1 | 20%
Nc1nc(N)c2c(OCc3ccc(C(F)(F)F)cc3)cccc2n1 | 0%
C[C@@H]1CCCCO[C@@H](CN(C)S(C)(=O)=O)[C@@H](C)CN([C@H](C)CO)C(=O)c2cc(N(C)C)ccc2O1 | 9%
COc1cccc(CN(C)C[C@H]2OCc3cnnn3CCCC(=O)N([C@H](C)CO)C[C@@H]2C)c1 | 8%
C[C@H](CO)N1C[C@H](C)[C@H](CN(C)Cc2ccncc2)Oc2cc(-c3ccccc3F)ccc2S1(=O)=O | -8%
CCNC(=O)C1CCCN(C(=O)C(c2ccccc2)c2ccccc2)CC1 (stereo not drawn) | 18%
Cc1nc2n[nH]c(N)c2nc1C | 15%
COc1ccc(CCNC(=O)CSc2nc3ccsc3c(=O)n2Cc2ccccn2)cc1OC | 60%
CC1(C(=O)Nc2cccc(Oc3ccccc3)c2)Cc2c(-c3ccccc3)ccnc2O1 (stereo not drawn) | -50%
CN1CCN(c2ncnc3c2ncn3[C@H]2CN(Cc3cccs3)C[C@@H](CO)O2)CC1 | -9%
CN(Cc1ccccc1)C(c1cc2ccccc2o1)c1nnnn1C(C)(C)C (stereo not drawn) | -29%
COc1ccc(CN2C(=O)c3ccccc3C2c2nnnn2C(C)C)cc1 (stereo not drawn) | 1%
CC(C)CNC(=O)C1(C)CCCN1C(=O)c1ccncc1 (stereo not drawn) | 0%
CC(C(=O)N1CCCC1)N(c1ccc(Cl)cc1)S(C)(=O)=O (stereo not drawn) | 1%
CCCNC(=O)C1(C)CCCN(Cc2cccs2)C1 (stereo not drawn) | 0%
COc1cccc(S(=O)(=O)N(C)C[C@@H]2OCc3cnnn3CCCC(=O)N([C@H](C)CO)C[C@@H]2C)c1 | 6%
N#CCN(C(=O)CSc1nnc(C2CC2)n1C1CC1)c1ccccc1 | 0%
Cc1cccc(C)c1-n1nnnc1C(c1ccnc2ccccc12)N1CCN(c2ccccc2F)CC1 (stereo not drawn) | 0%
CC(=O)N1Cc2cc(C(=O)NCc3cccc(F)c3)nc(-c3cccc(C4=CCCC4)c3)c2[C@H]1CCO | -21%
FC(F)(F)c1cc(Cl)c2nc(-c3ccco3)c(Cc3ccccc3C(F)(F)F)n2c1 | -30%
NC(=O)COc1ccc(S(=O)(=O)N2CCCC2)cc1 | -6%
CSc1ccc(NC(=O)C2(C)CCN2C(=O)C2(c3ccccc3)CC2)cc1 (stereo not drawn) | -20%
COc1ccc(Cc2c(-c3cccc(Br)c3)nc3c(C)cc(Br)cn23)c(C)c1 | -9%
CC(C)=NNc1cnnc2ccc([N+](=O)[O-])cc12 | -36%
C[C@H]1Cn2cnc(C(=O)Nc3cccc(Cl)c3)c2C(=O)N1 | -2%
NC(=O)c1cccc(-c2ccnc3c2CC(C(=O)Nc2ccccc2)O3)c1 (stereo not drawn) | -9%
O=c1[nH]c(=S)[nH]c2c1C(c1ccc(Cl)cc1)OC(CCc1ccccc1)C2 (stereo not drawn) | -18%
O=C(NNC(=S)Nc1cccc(C(F)(F)F)c1)c1ccncc1 | -9%
O=C(CC[C@H]1O[C@@H](n2ccc(=O)[nH]c2=O)[C@H](O)[C@@H]1O)NCC(c1ccccc1)c1ccccc1 | 12%
O=C(c1ccc(CS(=O)Cc2ccc(Cl)cc2)o1)N1CCN(C2CCCCC2)CC1 (stereo not drawn) | 5%
O=C(Nc1cccc2ccccc12)c1csc([C@@H]2C[C@H](O)[C@@H](CO)O2)n1 | 0%
O=C(Nc1ccc2c(c1)OCO2)C1Cc2c(-c3ccncc3)ccnc2O1 (stereo not drawn) | -10%
CCCNC(=O)C1(C)CCCN(Cc2ccccc2Cl)C1 (stereo not drawn) | 4%
COc1ccc(N2CCN(C(c3ccccc3)c3nnnn3Cc3ccccc3)CC2)cc1 (stereo not drawn) | 0%
COc1ccc(S(=O)(=O)N2C[C@H]3CON(C)[C@H]3C[C@H]2c2ccc(-c3cc4ccccc4o3)cc2)cc1 | 0%
CCc1nc2ccc(C(=O)NCCCn3ccnc3)cn2c1N(C)CCCc1ccccc1 | -8%
O=C1NC[C@@H](CCCCN2C[C@H](Cc3ccc(O)cc3)N(CC3CCCCC3)C(=O)C2=O)N(CC2CCCCC2)C1=O | 12%
CNC(=O)C[C@@H]1C(=O)N(Cc2ccccc2)CC1(C)C | -5%
Cc1ccc(S(=O)(=O)CCOC(=O)CNC(=O)OCc2ccccc2)cc1 | -15%
C[C@@H]1CN([C@@H](C)CO)S(=O)(=O)c2ccc(Br)cc2O[C@H]1CN(C)C(=O)c1ccc2c(c1)OCO2 | -9%
CC(=O)Nc1cc(-c2ccc(C(=O)N3CCOCC3)cc2)cn2c(-c3ccc(F)c(Cl)c3)cnc12 | -35%

(continued)
SMILES | BRCA1 expr up
CNc1cncc(-c2ccc(F)cc2F)n1 | ?
COCCNC(=O)C1(C)CCN(Cc2ccc3ccccc3c2Br)C1 (stereo not drawn) | 5%
Cc1ccc(Cc2c(-c3ccccc3)nc3c(Cl)cc(C(F)(F)F)cn23)cc1 | 6%
COc1ccc(CC(N)c2csc(NC(=O)Nc3ccccc3C(C)C)n2)cc1 (stereo not drawn) | 0%
CC(=O)Nc1cc(-c2cccc(CO)c2)cn2c(-c3cccc(C(F)(F)F)c3)cnc12 | -13%
CCC[n+]1c(/C=C/c2c(OC)cc(OC)cc2OC)ccc2ccccc21 | -2%
C[C@H](CO)N1C[C@H](C)[C@@H](CN(C)Cc2cccc(C(=O)O)c2)Oc2cc(Br)ccc2S1(=O)=O | 14%
O=C(Nc1cccc2c1CCCC2)c1cc(C2CCCCN2C(=O)OCCF)on1 (stereo not drawn) | 5%
Cc1c(C(=O)NCc2ccccc2C(F)(F)F)sc(=O)n1Cc1ccc(F)cc1 | -4%
C[C@@H]1CN([C@@H](C)CO)C(=O)c2cc(Br)cnc2O[C@H]1CN(C)C(=O)Cc1cccnc1 | 6%
COc1ccccc1N1CCN(C(=O)c2[nH]c(C(F)(F)F)nc2-c2ccccc2)CC1 | -50%
CC(C)CCN1C(=O)c2ccccc2C1c1nnnn1C(C)C (stereo not drawn) | 6%
O=C(Nc1ccc(F)c(Cl)c1)c1cc(C2CCCN(C(=O)C3CC3)C2)on1 (stereo not drawn) | 2.8µM*
CCCC(=O)N1CCCC1(C)C(=O)NCc1c(F)ccc(C)c1F (stereo not drawn) | 4%
COCCN(CCOC)Cc1cc(=O)oc2cc(C)c(C)cc12 | 12%
c1ccc(COc2ccc(-c3cc4nc(NCc5ccc6c(c5)OCO6)ccn4n3)cc2)cc1 | -32%
Cc1cc(C)cc(Cn2c3ccc(NC(=S)NCc4ccccc4F)cc3c(=O)n2C)c1 | -40%
Cc1ccc(-c2nc3cc(C)c(Br)c(C)n3c2Cc2cccc(F)c2)cc1 | -32%
COC(=O)c1ccc(CNC(=O)COC(=O)/C=C/c2cccc(OC)c2)cc1 | 18%
Cc1ccccc1-c1n[nH]nc1C1=CC(=O)C[C@H](c2ccc(F)cc2)C1 | 7%
CCOc1cc(/C=N/NC(=O)c2nnn(-c3nonc3N)c2C)ccc1OCc1ccc(C)cc1 | -11%
O=C(Nc1ccccc1F)c1ccc2sc([C@H]3C[C@H](O)[C@@H](CO)O3)nc2c1 | ?
O=[N+]([O-])c1cccnc1C1OCCO1 | 21%
O=c1[nH]c2cc3ccccc3cc2nc1-c1nnnn1Cc1ccccc1 | -48%
CN(C)c1ccc(CNc2nc3cc(-c4ccc(F)cc4)sc3c(=O)n2C)cc1 | 25%
CCc1ccc(OCCCCn2c(CCNC(=O)C3CCCCC3)nc3ccccc32)cc1 | 9%
CCCCN1C(=O)C(CC(=O)NC2CCCCC2)CC(C(=O)N2CCOCC2)=C1C (stereo not drawn) | 6%
CCSc1ncnc2nc[nH]c12 | 10%
Cc1c(C(=O)c2ccc(F)cc2F)c2ccccn2c1CCc1ccccn1 | -39%
O=C(NCc1ccncc1)C1Cc2c(-c3ccc4c(c3)OCO4)ccnc2O1 (stereo not drawn) | -42%
Clc1ccc(-c2nc3ccc(Cl)cn3c2Cc2ccsc2)cc1 | 85%
O=C(OCC(=O)c1ccc[nH]1)c1ccc(S(=O)(=O)C(F)F)cc1 | 17%
N#CCCN(Cc1ccccc1)C(C(=O)NC1CCCCC1)c1ccnc2ccccc12 (stereo not drawn) | -15%
O=C(Nc1ccccc1Sc1ccccc1)c1cnn2c1NC(=C1CC1)C=C2C(F)(F)F | 0%
CCOC(=O)[C@]12Cc3c(cc(OC)c(OC)c3OC)[C@H]1N(CCC(=O)OC)C(=O)c1cc(OC)ccc12 | -43%
COC(=O)c1ccc(-c2nc(CN3CCN(C(=O)c4ccco4)CC3)c(C)o2)cc1 | 5%
C[C@@H]1CN([C@@H](C)CO)C(=O)CCCn2nncc2CO[C@H]1CN(C)Cc1cccc2c1OCCCO2 | 6%
COCC1CCN(Cc2c(C(=O)N3CCOCC3)nc3c(C)cccn23)C1 (stereo not drawn) | 2%
Cc1ccc(NC(=O)C2(C)CCCN2C)cc1C (stereo not drawn) | 7%
Cc1ccc(S(=O)(=O)N2CCN(c3nc(-n4c(=O)[nH]c5ccccc54)nc4ccccc34)CC2)cc1 | -20%
COc1ccc([C@H]2C[C@@H](O)[C@H](n3cc(COC(=O)c4ccccc4)nn3)CN2C(=O)c2cccs2)cc1 | 2%
CC(=O)Nc1cccc(-c2csc(C(C)(O)c3ccc(F)c(F)c3)n2)c1 (stereo not drawn) | -7%
CCOC(=O)[C@]12CCC=C1N(Cc1ccco1)C(=O)[C@H](CC(=O)N1CCCCC1)C2 | 11%
COc1ccccc1CC(=O)NO | 20%
O=C1NC(Cc2ccc(O)cc2)c2nc3cc(F)c(F)cc3c(=O)n2-c2ncccc21 (stereo not drawn) | -15%
CCC(=O)N1CCC(C)(C(=O)Nc2ccc3c(c2)OCCO3)C1 (stereo not drawn) | 5%
N#Cc1ccc(OCC(=O)OCC(=O)N2CCc3ccccc32)cc1 | 33%
O=C(NNC(=O)c1cccs1)c1ccccn1 | 38%
Cc1cn([C@H]2C[C@H](O)[C@@H](CNCc3cnc(N4CCOCC4)s3)O2)c(=O)[nH]c1=O | 10%
CN1CCC(N2CCN(C3CN(Cc4ccccc4)S(=O)(=O)C3)CC2)CC1 (stereo not drawn) | -4%
O=C(O)c1[nH]n(-c2ccc(S(=O)(=O)O)cc2)c(=O)c1N=Nc1ccc(S(=O)(=O)O)cc1 | 5%
Cc1cc(C(C)(C)C)cc(CN2CCN(S(=O)(=O)c3cccs3)CC2)c1O | -53%

Of the compounds above, these contain an aryl methoxy group:
SMILES | BRCA1 expr up
COc1ccccc1-c1cncc(NC(C)=O)n1 | -21%
COc1cccc(Cn2c3ccc(NC(=O)CCc4ccc(F)cc4)cc3c(=O)n2C)c1 | -14%
COc1cccc(CN(C)C[C@H]2OCc3cnnn3CCCC(=O)N([C@H](C)CO)C[C@@H]2C)c1 | 8%
COc1ccc(CCNC(=O)CSc2nc3ccsc3c(=O)n2Cc2ccccn2)cc1OC | 60%
COc1ccc(CN2C(=O)c3ccccc3C2c2nnnn2C(C)C)cc1 (stereo not drawn) | 1%
COc1cccc(S(=O)(=O)N(C)C[C@@H]2OCc3cnnn3CCCC(=O)N([C@H](C)CO)C[C@@H]2C)c1 | 6%
COc1ccc(Cc2c(-c3cccc(Br)c3)nc3c(C)cc(Br)cn23)c(C)c1 | -9%
COc1ccc(N2CCN(C(c3ccccc3)c3nnnn3Cc3ccccc3)CC2)cc1 (stereo not drawn) | 0%
COc1ccc(S(=O)(=O)N2C[C@H]3CON(C)[C@H]3C[C@H]2c2ccc(-c3cc4ccccc4o3)cc2)cc1 | 0%
COc1ccc(CC(N)c2csc(NC(=O)Nc3ccccc3C(C)C)n2)cc1 (stereo not drawn) | 0%
CCC[n+]1c(/C=C/c2c(OC)cc(OC)cc2OC)ccc2ccccc21 | -2%
COc1ccccc1N1CCN(C(=O)c2[nH]c(C(F)(F)F)nc2-c2ccccc2)CC1 | -50%
COC(=O)c1ccc(CNC(=O)COC(=O)/C=C/c2cccc(OC)c2)cc1 | 18%
CCOC(=O)[C@]12Cc3c(cc(OC)c(OC)c3OC)[C@H]1N(CCC(=O)OC)C(=O)c1cc(OC)ccc12 | -43%
COc1ccc([C@H]2C[C@@H](O)[C@H](n3cc(COC(=O)c4ccccc4)nn3)CN2C(=O)c2cccs2)cc1 | 2%
COc1ccccc1CC(=O)NO | 20%

Bioassay records from PubChem BioAssay.
